GSTO1 counter: GSTO1 inhibition, counter-screen for RBBP9 inhibitors; 300,000 compounds, 1.1% hits; inhibition, % at 5.96 µM; recombinant GSTO1, activity-based probe fluorescence polarization; P78417;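 active = inhibition above the campaign mean inhibition plus 3 SD, cut at about 35% in these data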;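 note: 0% = GSTO1-1 with DMSO and 100% = wells lacking GSTO1-1 enzyme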
pPAFAH inh: inhibitors of human plasma PAF acetylhydrolase (pPAFAH) | inhibition, % at 3.39 µM | recombinant pPAFAH, FP-rhodamine probe fluorescence polarization | 330,000 compounds, 1.5% hits;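 active = inhibition above the mean inhibition across the screen plus 3 SD, cut at about 25% in these data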;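 note: inhibitors block binding of the rhodamine activity-based probe so polarization drops; 0% = enzyme with DMSO and 100% = wells lacking pPAFAH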
PAFAH1B3 inh: inhibitors of human PAFAH1B3; recombinant PAFAH1B3, FP-rhodamine probe, fluorescence polarization; 340,000 compounds, 0.28% hits; AID 492972; inhibition, % at 3.39 µM;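 active = inhibition above the screen-wide average of all tested compounds plus 3 SD, cut at about 25% in these data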;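 note: 0% = enzyme with DMSO only and 100% = wells lacking PAFAH1B3 protein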
Target sequence (Q15102 whole entry, looked up): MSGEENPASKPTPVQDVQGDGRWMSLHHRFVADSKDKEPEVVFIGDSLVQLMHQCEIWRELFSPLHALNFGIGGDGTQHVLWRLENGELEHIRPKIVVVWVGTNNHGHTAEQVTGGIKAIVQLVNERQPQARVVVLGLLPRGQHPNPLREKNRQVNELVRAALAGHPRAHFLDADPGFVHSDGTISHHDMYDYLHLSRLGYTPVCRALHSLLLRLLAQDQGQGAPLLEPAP
LYPLA2 inh: counter-screen for PME1 inhibitors: inhibitors of human LYPLA2. O95372. recombinant LYPLA2, FP-Rh probe fluorescence polarization. inhibition, % at 5.9 µM. 320,000 compounds, 0.38% hits. AID 2177;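 active = inhibition above the screen-wide mean plus 3 SD, limit set per campaign, cut at about 26% in these data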;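 note: 0% = LYPLA2 with DMSO and 100% = wells lacking LYPLA2 enzyme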
PAFAH2 FP inh: inhibitors of human PAFAH2 | Q99487 | recombinant PAFAH2, FP-rhodamine activity probe, fluorescence polarization | inhibition, % at 3.39 µM | 340,000 compounds, 0.99% hits | AID 492956;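 active = inhibition above the mean over all tested compounds plus 3 SD, cut at about 30% in these data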;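 note: inhibitors block probe labeling of enzyme so polarization drops; 0% = enzyme with DMSO and 100% = wells lacking PAFAH2 protein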
LYPLA1 inh: LYPLA1 (human) inhibition in PME1 counter-screen. O75608. recombinant LYPLA1, FP-Rh probe fluorescence polarization. 320,000 compounds, 0.16% hits. inhibition, % at 5.9 µM;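 active = inhibition above the mean of all tested compounds plus 3 SD, set per campaign, cut at about 14% in these data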;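 note: inhibitors block serine hydrolase probe labeling of LYPLA1 so polarization falls; 0% = enzyme with DMSO and 100% = wells lacking LYPLA1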
PAFAH1B2 FP inh: inhibitors of human PAFAH1B2. inhibition, % at 3.39 µM. 340,000 compounds, 1.2% hits. recombinant PAFAH1B2, FP-rhodamine activity probe, fluorescence polarization. AID 492953. P68402;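 active = inhibition above the mean of all tested compounds plus 3 SD, cut at about 24% in these data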;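 note: 0% = enzyme with DMSO and 100% = wells lacking PAFAH1B2; many of its hits are not listed in these tables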
PREPL inhibitor: inhibits the human prolyl oligopeptidase-like enzyme; Q4J6C6; 320,000 compounds, 0.68% hits; recombinant PREPL, fluorescence polarization activity-based probe; inhibition, % at 5.96 µM; in the data active = inhibition above about 43%;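 note: 0% = enzyme with DMSO and 100% = wells lacking enzyme; many of its hits are not listed in these tables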
PAD4 FP inh: PAD4 (human) enzyme inhibition. recombinant PAD4, RCA probe fluorescence polarization. 330,000 compounds, 0.41% hits. AID 485272. Q9UM07. inhibition, % at 6.36 µM;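 active = percent inhibition above a cutoff equal to the mean of all tested compounds plus 3 SD, cut at about 15% in these data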;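 note: 0% = PAD4 with RCA probe and DMSO and 100% = probe without PAD4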
Target sequence (Q9UM07 whole entry, looked up): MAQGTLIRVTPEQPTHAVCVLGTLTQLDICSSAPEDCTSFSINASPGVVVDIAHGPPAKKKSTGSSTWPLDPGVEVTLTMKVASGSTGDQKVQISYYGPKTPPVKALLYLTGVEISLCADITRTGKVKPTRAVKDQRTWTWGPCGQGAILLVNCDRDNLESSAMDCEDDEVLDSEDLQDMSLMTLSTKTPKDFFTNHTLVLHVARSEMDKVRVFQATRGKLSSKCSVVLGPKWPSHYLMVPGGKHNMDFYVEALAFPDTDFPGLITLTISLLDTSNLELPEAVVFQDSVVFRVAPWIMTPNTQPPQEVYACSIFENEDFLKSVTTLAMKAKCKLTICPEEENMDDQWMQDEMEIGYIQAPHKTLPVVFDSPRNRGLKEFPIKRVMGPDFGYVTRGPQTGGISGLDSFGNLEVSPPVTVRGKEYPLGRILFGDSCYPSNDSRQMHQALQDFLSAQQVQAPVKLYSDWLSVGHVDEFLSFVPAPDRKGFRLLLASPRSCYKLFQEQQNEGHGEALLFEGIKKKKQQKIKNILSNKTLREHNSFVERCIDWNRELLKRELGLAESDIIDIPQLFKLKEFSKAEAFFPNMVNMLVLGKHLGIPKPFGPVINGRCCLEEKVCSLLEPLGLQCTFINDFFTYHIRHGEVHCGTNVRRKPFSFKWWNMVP
* = called active by the depositor; x = no result given.

molecule	GSTO1 counter	pPAFAH inh	PAFAH1B3 inh	LYPLA2 inh	PAFAH2 FP inh	LYPLA1 inh	PAFAH1B2 FP inh	PREPL inhibitor	PAD4 FP inh
Cc1cc(C)cc(NC(=O)Cn2nnc(C(=O)NCc3ccco3)c2N)c1	-5	1	6	-5	7	-4	-2	-12	4
O=C(CC1(CC(=O)N2CCOCC2)CCCC1)Nc1ccc(F)cc1	x	10	3	x	-1	x	-2	33	-6
Cc1nnc(N)s1	6	1	0	0	-5	-1	-3	2	1
O=C(Cn1cnc2c(oc3ccccc32)c1=O)NCc1ccccc1	1	0	6	1	8	-3	-1	4	1
Cc1ccc(Cl)cc1NC(=S)N(Cc1cccnc1)Cc1ccccc1Cl	10	2	2	-4	-2	-4	3	-6	-3
CNC[C@H](CC1CCCCC1)NC[C@H](CO)NCC1(c2ccccc2)CC1	2	-4	6	-5	-2	4	7	28	-9
CCN1CCN(S(=O)(=O)c2ccc(Cl)c(C(=O)NC3CCCC3)c2)CC1	-2	3	-5	8	6	2	11	1	2
CC1CCN(C(=O)COC(=O)c2nn(C)c(=O)c3ccccc23)CC1	2	6	10	-4	-2	-1	-1	-1	4
O=C1CCCC2=C1C(c1cccs1)n1nc(SCc3ccccc3F)nc1N2 (centres undefined)	0	5	0	3	-2	-4	4	3	-2
C=CCSc1nnc(C)c(/C=C/Nc2ccc(Cl)cc2)n1	-2	6	x	-3	x	-2	x	6	12
CC(=O)c1c(C)n(CCc2ccc(Cl)cc2)c2ccc(O)cc12	5	-5	4	-3	1	-2	4	13	-2
CC1(C(=O)NCc2ccc(Cl)c(Cl)c2)Oc2cccnc2NC1=O (centres undefined)	13	4	-5	-2	-1	-1	8	-4	-1
COc1cccc(C2=NOC(C(=O)NCC3CCCO3)C2)c1 (centres undefined)	0	2	9	-3	0	0	1	8	-4
CCCN(CCC)CCCNC(=O)Cn1cnc2sc(C)c(S(=O)(=O)N3CCC(C)CC3)c2c1=O	-2	8	2	-2	-3	-4	5	-4	-3
O=C(O)c1ccc(OCc2occc2C(=O)O)cc1	-4	4	8	4	-3	-2	-5	-1	0
C=CCc1c(NCCO)nc(C)[nH]c1=O	-1	-5	10	-6	-1	1	8	17	-6
Cc1cccc(-n2c(-c3csc(C(C)C)c3)n[nH]c2=S)c1	-2	9	0	-2	-6	1	-1	10	0
Cc1ccc(NC(=O)COC(=O)c2ccn(C)n2)cc1	7	3	-1	8	68*	4	1	7	6
Cc1ccc(-c2nc3ccccc3[nH]2)s1	5	3	5	9	-6	2	-5	10	2
Cc1cc(C)c(N(C(=O)CN2C(=O)c3ccccc3S2(=O)=O)C(C(=O)NCC2CCCO2)c2ccc(F)cc2)c(C)c1 (centres undefined)	2	-1	6	7	-8	-1	2	8	-2
O=C(Nc1ccc2c(c1)OCO2)C1CCCN1C(=O)Nc1cccc(F)c1 (centres undefined)	9	0	6	0	3	-2	5	1	-1
Clc1ccccc1OCc1nc(-c2ccncc2)no1	-4	5	4	8	-8	-2	2	1	5
O=C(NN1CCOCC1)c1ccc(S(=O)(=O)N2CCCCC2)cc1	4	3	0	5	1	2	1	1	-2
O=C(NNC(=O)c1ccccc1Br)c1ccc(SCC2CCCO2)c([N+](=O)[O-])c1 (centres undefined)	5	3	-2	2	-9	-2	5	6	-3
CC(=O)Nc1ccc(S(=O)(=O)Nc2cccc(-c3nc4cc(C)ccc4o3)c2)cc1	1	2	-4	3	-26	-1	-4	-36	-1
COc1ccc(/C=N/c2c(-c3ccc(OC)cc3)nc3n2CCS3)cc1	-6	5	15	-5	19	-7	6	-1	3
CCCNC(=O)c1cc(-c2ccc(OC)cc2)on1	1	-1	2	2	-5	2	6	8	0
CCOC(=O)c1sc(NC(=O)/C=C/c2cnn(C)c2C)c(C(=O)OCC)c1C	-5	-1	x	-2	x	-13	x	-6	2
Cc1ccc2c(CN3CCCCC3CCO)cc(=O)oc2c1 (centres undefined)	-10	8	0	12	-3	5	0	-17	-3
O=C(c1cccs1)N1CCC(c2nc3c(nnn3Cc3cccc(Cl)c3)c(=O)[nH]2)CC1	11	3	2	-1	1	0	-1	9	3
N#Cc1sc(NCc2ccccc2)nc1Cl	2	0	5	-3	-2	-2	0	-2	1
Cc1cc(C)c(NC(N)=S)c(C)c1	11	3	x	-2	x	1	x	3	4
O=C(NC1CCCCCC1)c1cc2ccccc2oc1=O	3	-2	11	2	-1	7	0	7	-5
COc1ccc(NC(=O)CN(C)S(=O)(=O)c2ccc3c(c2)OCCO3)c2ncccc12	-5	9	-1	3	3	-2	6	7	1
CC1CCN(CCCn2c(=S)[nH]c3ccccc3c2=O)CC1	16	-1	3	6	6	6	1	24	-4
O=C(NC1CCCC1)C(c1ccncc1)N(Cc1cccs1)C(=O)c1csnn1 (centres undefined)	19	2	1	9	5	1	0	11	-1
COC(=O)CSc1nnc2n1C(C)(C)Cc1ccccc1-2	-3	5	4	5	-2	5	10	-3	-8
NC(=S)Nc1c(Cl)cccc1Cl	-5	-5	11	-5	-9	0	2	7	2
CCCCC(=O)Nc1ccccc1C(=O)N1CCOCC1	2	7	-2	-1	4	-4	-2	4	3
CCOC(=O)c1ccc(NS(=O)(=O)c2ccc3c(c2)n(C)c(=O)n3C)cc1	18	0	6	1	1	-3	5	14	2
COc1ccc(-c2nc(NCCCN(C)C)c3ccccc3n2)cc1	-2	8	5	-8	1	1	7	-36	-1
Cc1ccccc1N1CC(=O)N(c2ccccc2C)CC1=O	7	-5	2	1	-14	4	4	10	4
CCN(CC)CCCN(Cc1cc2cc(OC)ccc2[nH]c1=O)C(=O)Nc1ccccc1	0	4	x	-1	x	1	x	14	-1
N#CCn1cnc2sc(-c3ccccc3)cc2c1=O	16	18	12	-4	21	-5	9	7	-2
CC(CC(=O)Nc1ccc(F)cc1F)S(=O)(=O)c1ccc2c(c1)NC(=O)CO2 (centres undefined)	4	1	0	-3	5	-4	8	2	0
OC1(C#CCN2CCOCC2)CCCCC1	3	4	4	4	0	-2	5	5	-1
O=C(CSc1nc2ccccc2o1)NCC1CCCO1 (centres undefined)	-1	2	21	1	32*	-1	24*	7	-1
CN(Cc1ccc(Cl)cc1)C(=O)COC(=O)c1ccc(-c2ccc(O)cc2)cc1	x	-4	-4	-2	-2	-1	3	4	-2
Clc1ccc(CNC2CCCC2)c(Cl)c1	-4	0	7	5	2	2	6	13	0
COc1ccc(NC(=O)Cc2nc3ccccc3[nH]2)cc1	9	-6	3	4	-3	-2	2	-17	-5
COc1ccc(CN2CCOCCOCCOCCOCCOCC2)cc1	-4	7	4	3	-8	1	-1	10	1
Cc1cccc(-n2c(CCc3ccccc3)nnc2SCC(=O)c2ccccc2)c1	7	7	-2	-7	6	-5	3	1	2
CN(C)CCn1cnc2c1c(=O)[nH]c(=O)n2Cc1ccccc1	2	-1	8	-11	-13	-5	0	-6	0
CCCn1c(N)c(N(CCOC)C(=O)CSc2cc(C)c3cccc(C)c3n2)c(=O)[nH]c1=O	x	-4	-2	3	-4	1	2	3	4
C[C@H](CO)N1C[C@H](C)[C@@H](CN(C)S(=O)(=O)c2ccccc2)Oc2c(NC(=O)C3CCCCC3)cccc2C1=O	x	0	5	x	-5	x	1	14	5
O=C(NCC1CCCO1)C(C(=O)c1ccccc1)n1cc(Cl)ccc1=O (centres undefined)	0	-1	10	6	9	-1	4	1	-7
O=C(CN1C(=O)C2C3C=CC(C3)C2C1=O)Nc1ccc(F)cc1 (centres undefined)	-5	1	2	-2	-1	-1	4	-2	-3
CCSc1nnc(NC(=O)c2cccc3ccccc23)s1	-31	5	13	-1	5	-2	8	-1	-3
O=C(CN1CCN(Cc2ccccc2)C1=O)NCCCN1CCOCC1	1	1	2	7	13	5	3	0	-3
COc1ccc(CNC(=O)/C(C)=C\C(=O)O)cc1	0	3	6	4	4	1	2	-2	2

The list continues:
molecule	GSTO1 counter	pPAFAH inh	PAFAH1B3 inh	LYPLA2 inh	PAFAH2 FP inh	LYPLA1 inh	PAFAH1B2 FP inh	PREPL inhibitor	PAD4 FP inh
CC(C)OCCCNS(=O)(=O)c1ccc2ccccc2c1	8	-7	7	-2	7	-4	9	8	-6
CC1(NC(=O)N2CCCCC2)CCS(=O)(=O)C1 (centres undefined)	-1	-6	6	-2	3	3	2	-1	-2
CCOC(=O)[C@@H]1[C@H]2COc3ccccc3[C@@H]2N2C(=O)N(c3cccc(F)c3)C(=O)[C@]12C	1	9	1	-9	1	-4	4	-16	-1
C#CCn1c(O)c(N=NC(=O)CNC(=O)/C=C/c2ccccc2)c2ccccc21	8	5	-3	0	8	-2	4	31	-1
CN(C)C(CNC(=O)c1cccc(C#N)c1)c1ccco1 (centres undefined)	4	8	2	0	-4	0	2	8	3
CCOC(=O)N1CCN(S(=O)(=O)c2ccc(OC)c(C(=O)N3CCCCC3)c2)CC1	5	2	1	6	3	0	1	17	3
O=C(CN(Cc1ccc(Br)cc1)S(=O)(=O)c1ccccc1)NCc1ccncc1	6	-2	8	-6	0	-6	6	-13	2
COc1ccc(OC)c(C(C)NC=O)c1 (centres undefined)	5	-7	-9	-5	-9	0	-3	0	4

Only part of the results is shown. The share of hits here may be higher or lower than overall.
